PABP1 MLLE inh: inhibitors of microRNA-mediated deadenylation, human PABP1 MLLE binding; GST-MLLE / FITC-PAM2 fluorescence polarization; actives 0.36% (n = 360,000); inhibition, % at 20 µM; P11940; in the data active means inhibition above about 35%, passing the limit was not always enough;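 further: plate controls were DMSO wells with GST-MLLE for no effect and wells lacking GST-MLLE protein for full effect; some results filed as inactive read as strong as hits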
SUMO1-SIM PPI: modulators of human SUMO1-mediated protein-protein interactions; actives 0.33% (n = 360,000); inhibition, % at 20 µM; AID 602429; SUMO1 binding to a labelled peptide, TR-FRET, 1 h; P63165; in the data active means inhibition above about 37%
Rpn11 block: inhibitors of human proteasome Rpn11. O00487. human 26S proteasome, Ub4-pepOG fluorescence polarization; 20S core pre-blocked with epoxomicin. calls only at 20 µM. actives 0.59% (n = 360,000);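 active means inhibition at 20 µM, scaled to each plate's controls, above about 33%, limit read from the data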
Scp-1 inhibitor: Scp-1 (human) phosphatase inhibition; inhibition, % at 20 µM; actives 0.88% (n = 340,000); Q9GZU7; Recombinant Scp1, phosphopeptide, malachite green phosphate absorbance; AID 493091;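 active means inhibition above about 50% at 20 µM, limit read from the data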;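 further: plate controls were DMSO wells with enzyme for no effect and wells lacking enzyme for full effect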
Target sequence (Q9GZU7 76-261 limits assumed): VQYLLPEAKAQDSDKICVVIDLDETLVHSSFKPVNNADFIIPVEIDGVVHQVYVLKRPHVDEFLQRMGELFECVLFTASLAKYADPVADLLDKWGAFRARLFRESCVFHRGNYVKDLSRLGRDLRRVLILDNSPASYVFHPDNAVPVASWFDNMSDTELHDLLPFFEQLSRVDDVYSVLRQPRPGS
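Material: truncated SCP-1 phosphatase (76-261aa) / Buffer or medium: 50 mM Tris acetate pH 5.5, 0.005% Tween-20, 10 mM MgCl2 / Compound dosing: one concentration, 20 µM, with 1.0% DMSO / Incubation: 45 min room-temperature reaction, 5 min colour, 30 min stabiliser / Detection: colorimetric free-phosphate detection, absorbance 630 nm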
LMPTP inh: blocks human LMPTP phosphatase; actives 0.22% (n = 360,000); recombinant LMPTP-A, OMFP fluorogenic substrate, fluorescence intensity; inhibition, % at 20 µM; P24666;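 active means compounds that cut the enzyme signal by at least half of the control window in the single-dose screen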;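 further: plate controls were DMSO wells with enzyme plus substrate for no effect and substrate without enzyme for full effect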
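Test system: LMPTP-A, protein tyrosine phosphatase of low molecular weight; Input: 0.625 nM enzyme; Incubation: 50 min dark incubation at room temperature; Signal: endpoint fluorescence intensity from OMFP dephosphorylation; Read-out basis: % inhibition versus control wells.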
TbMetRS inhib: Trypanosoma brucei MetRS inhibition | purified T. brucei MetRS, ATP depletion, Kinase-Glo luminescence | inhibition, % at 11.9 µM | actives 0.4% (n = 360,000) | AID 624268;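 active means inhibition above a per-plate cutoff of the control wells' mean inhibition plus 3 SD, cut at about 5.5% in these data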;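 further: 0% = DMSO wells median and 100% = median of wells with control inhibitor compound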
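Dosing: 11.9 µM compound single dose, 0.9% DMSO; Assay system: purified T. brucei MetRS enzyme; Measured by: Kinase-Glo luciferase luminescence reporting remaining unconsumed ATP; Schedule: 15 min plus 2 h at 25 °C.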
STEP inh: STEP (human) phosphatase inhibition. recombinant STEP, OMFP fluorogenic substrate, fluorescence. P54829. inhibition, % at 20 µM. actives 0.25% (n = 360,000);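 active means inhibition at 20 µM, scaled per plate between control wells, above about 37%, limit read from the data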;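 further: 0% = DMSO with enzyme and substrate and 100% = substrate only without enzyme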
Target sequence (P54829 whole entry, looked up): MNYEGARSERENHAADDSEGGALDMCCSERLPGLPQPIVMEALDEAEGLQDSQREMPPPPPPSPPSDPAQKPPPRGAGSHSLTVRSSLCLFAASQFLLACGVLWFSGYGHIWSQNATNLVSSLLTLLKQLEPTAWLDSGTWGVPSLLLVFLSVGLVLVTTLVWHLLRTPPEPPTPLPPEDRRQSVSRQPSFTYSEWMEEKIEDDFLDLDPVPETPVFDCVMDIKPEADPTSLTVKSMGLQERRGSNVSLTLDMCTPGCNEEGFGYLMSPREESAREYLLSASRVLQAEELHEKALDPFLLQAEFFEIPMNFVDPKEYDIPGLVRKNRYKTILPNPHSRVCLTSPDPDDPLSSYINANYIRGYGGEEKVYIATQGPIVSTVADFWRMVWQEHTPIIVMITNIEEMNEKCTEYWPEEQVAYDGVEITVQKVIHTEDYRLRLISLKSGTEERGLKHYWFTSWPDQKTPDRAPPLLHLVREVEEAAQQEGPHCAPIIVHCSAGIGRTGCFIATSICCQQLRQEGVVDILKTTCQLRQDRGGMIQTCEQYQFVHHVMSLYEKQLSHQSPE
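Measure: Control-normalized % inhibition with plate pattern correction | Test system: STEP phosphatase, cell-free reaction | Medium: pH 6.0 Bis-Tris with DTT and Tween 20 | Technique: Fluorescence, 480/540 nm | Times: Reaction 20 min, ambient temperature | Doses: Single compound dose of 20 µM, 1% DMSO final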
DNMT1 inh: blocks human DNA methyltransferase DNMT1. P26358. DNMT1 molecular beacon, Hinp1I cleavage, fluorescence. inhibition (reported as % activation of signal), % at 10 µM. actives 0.83% (n = 360,000); in the data active means inhibition above about 50%
NadD inh: inhibitors of Staphylococcus aureus NadD; purified NadD enzyme, colorimetric absorbance read-out; inhibition, % at 20 µM; actives 0.78% (n = 360,000); AID 602399; in the data active means inhibition above about 26%; further: some compounds past the cut are filed as inactive
CSN deneddyl inh: inhibitors of human CSN-mediated cullin deneddylation. inhibition, % at 12.5 µM. actives 0.38% (n = 360,000). Purified CSN, SCF-Nedd8-OG deneddylation, fluorescence polarization;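 active means pattern-corrected inhibition above about 35%, with an unprinted fluorescence ratio check between 0.5 and 1.5, limit read from the data, passing the limit was not always enough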;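 further: 0% = enzyme with substrate and 100% = substrate without enzyme; some results filed as inactive read as strong as hits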
Target sequence (Q92905 whole entry, looked up, one chain of several): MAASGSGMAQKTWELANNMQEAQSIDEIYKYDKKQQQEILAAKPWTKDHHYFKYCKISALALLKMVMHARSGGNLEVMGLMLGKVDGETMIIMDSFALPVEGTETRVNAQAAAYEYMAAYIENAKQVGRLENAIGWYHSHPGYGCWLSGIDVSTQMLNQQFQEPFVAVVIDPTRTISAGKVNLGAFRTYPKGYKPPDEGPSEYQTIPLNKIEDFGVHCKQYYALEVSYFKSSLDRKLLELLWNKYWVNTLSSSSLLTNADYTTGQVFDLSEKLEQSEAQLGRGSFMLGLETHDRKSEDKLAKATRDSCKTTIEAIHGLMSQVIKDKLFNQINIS
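Test system: Human Csn5 produced in HEK293T cells | Compound: 12.5 µM single point | Times: 90 min, room temperature | Signal: Fluorescence polarization readout | Read-out basis: % inhibition of substrate cleavage by Csn5 | Controls: no-enzyme wells high, enzyme-with-substrate wells low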
* = called active by the depositor; i = inactive; x = no result given.

SMILES | PABP1 MLLE inh | SUMO1-SIM PPI | Rpn11 block | Scp-1 inhibitor | LMPTP inh | TbMetRS inhib | STEP inh | DNMT1 inh | NadD inh | CSN deneddyl inh
COc1ccccc1CNC(=O)COc1ccccc1C | -10 | 0 | i | -3 | 0.3 | -0.9 | 1 | 2 | -3 | 4
CC(OC(=O)CCC(=O)c1ccc(Cl)s1)C(=O)NC1(C#N)CCCCC1 (stereo not drawn) | -4 | -3 | i | -5 | 0.7 | -0.3 | -2 | 2 | -5 | 2
O=C(O)COCC(=O)Nc1ccccc1-c1ccccc1 | 7 | -3 | i | -5 | 2.0 | -0.2 | -1 | -12 | 8 | 3
CCCn1nnc(NC(=O)COc2ccc(C3CCCCC3)cc2)n1 | 2 | -4 | i | -7 | 0.7 | -1.6 | -2 | 13 | -3 | -3
N#CC1=C(N)OC2=C(C(=O)CCC2)C1C1CC=CCC1 (stereo not drawn) | -2 | 0 | i | -5 | -0.9 | -0.3 | 1 | -2 | -2 | 0
Cc1c(NC(=O)C(C)OC(=O)CC2CC3CCC2C3)c(=O)n(-c2ccccc2)n1C (stereo not drawn) | 5 | 4 | i | -7 | -0.8 | 0.6 | 1 | -2 | 2 | 8
O=C(NCC1CCCO1)c1cc(-c2ccncc2)nc2ccccc12 (stereo not drawn) | 12 | -14 | i | 4 | 0.0 | -0.1 | 1 | 1 | -5 | -3
CN1CCN(c2ccc(CNC[C@H]3O[C@@H](n4cnc5c(=O)[nH]c(N)nc54)[C@H](O)[C@@H]3O)c(F)c2)CC1 | -12 | 5 | i | x | 1.1 | -0.2 | -1 | -1 | 1 | 5
CN(c1ncnc(N)c1[N+](=O)[O-])C1CCS(=O)(=O)C1 (stereo not drawn) | -2 | -6 | i | -6 | 0.9 | -0.8 | 0 | -1 | 4 | -3
Nc1ncnc2c1ncn2C1OC(CO)C(O)C1O (stereo not drawn) | 14 | 1 | i | -2 | -1.1 | 0.0 | -4 | 1 | 1 | 4
N#C/C(C(=O)NCc1ccco1)=C1/SC=C(c2ccccc2)N1c1ccccc1 | 5 | 7 | i | -1 | 0.5 | -0.6 | 1 | 5 | 2 | 0
O=C(Nc1cc2c(cc1Br)OCCO2)c1cccs1 | 7 | 0 | i | -5 | 0.0 | -0.5 | -2 | -1 | 4 | -7
O=S(=O)(c1cccc(Br)c1)N1CCN(CCc2ccccc2)CC1 | -4 | 2 | i | -1 | 0.3 | 0.0 | -2 | 4 | -4 | 1
Cc1ccc(C(=O)NNC(=O)Cn2ccc(C(F)(F)F)n2)o1 | 7 | 13 | i | 11 | 6.3 | -0.8 | -1 | 7 | 4 | 7
CCCCc1c(O)nc(SCC(=O)N2CCCCCC2)[nH]c1=O | 15 | 0 | i | 1 | -0.8 | -0.1 | 0 | -1 | -3 | -8
CC(=O)Nc1cccc(NC(=O)c2cccc(-c3ccc(O)cc3)c2)c1 | -7 | -2 | i | -5 | 0.5 | -0.3 | -1 | -7 | -7 | 2
CCn1c(CNC(=O)c2ccco2)nnc1SCC(=O)Nc1cccc(F)c1 | 0 | -1 | i | -4 | 0.3 | -0.2 | -3 | 0 | -2 | 5
COc1ccc(NC(=O)c2ccc(NC(=O)c3cccs3)cc2)cc1 | -1 | 2 | i | 38 | 15 | -0.7 | 10 | 13 | -1 | 3
Cc1ccc(-n2c(=O)cc(N3CCN(C(=O)c4ccco4)CC3)[nH]c2=O)cc1 | -12 | 3 | i | -6 | -0.6 | 0.3 | -1 | -3 | -4 | 3
CC1CCCCN1C(=O)COC(=O)c1cc(Cl)c2c(c1)OCO2 (stereo not drawn) | 8 | 0 | i | 2 | 0.7 | -0.2 | 4 | 1 | -4 | 0
CCN(CC)S(=O)(=O)c1ccc(Cl)c(C(=O)NC2CCN(Cc3ccccc3)CC2)c1 | -7 | -1 | i | -13 | -1.2 | -0.3 | -1 | -2 | -8 | 0
COc1ccc(S(=O)(=O)Nc2cc(C)cc(C)n2)c2ccccc12 | 6 | 1 | i | 16 | -0.9 | -0.7 | 0 | 3 | -7 | -2
C[C@H](NC(=O)c1ccco1)C(=O)Nc1nnc(SCc2ccccc2)s1 | 8 | 3 | i | -6 | 0.1 | -0.1 | -2 | 0 | 1 | 2
COc1ccc(S(=O)(=O)n2nc(OC(C)=O)cc2N(C(C)=O)C(C)=O)cc1 | -10 | 4 | i | -7 | -0.6 | 0.0 | 0 | 2 | -3 | -1
CC(Cc1ccccc1)NC(=O)C1CCCNC1=O (stereo not drawn) | -3 | -7 | i | -4 | -1.2 | -1.8 | -5 | 2 | 1 | -1

Only LMPTP inh, for 3 of the compounds above:
Structure | LMPTP inh
N#C/C(C(=O)NCc1ccco1)=C1/SC=C(c2ccccc2)N1c1ccccc1 | 0.5
O=C(Nc1cc2c(cc1Br)OCCO2)c1cccs1 | 0.0
O=S(=O)(c1cccc(Br)c1)N1CCN(CCc2ccccc2)CC1 | 0.3

Next part.
SMILES | PABP1 MLLE inh | SUMO1-SIM PPI | Rpn11 block | Scp-1 inhibitor | LMPTP inh | TbMetRS inhib | STEP inh | DNMT1 inh | NadD inh | CSN deneddyl inh
COC(=O)c1ccc(CN2C(=O)NC3(CCCc4ccccc43)C2=O)o1 (stereo not drawn) | -8 | -5 | i | -7 | -0.5 | -0.3 | 0 | 2 | 5 | -3
C=C(C)c1cc2c(ccc3ccc(=O)oc32)o1 | -14 | -7 | i | 4 | 1.7 | 1.0 | 3 | 0 | 0 | -2
COc1cccc(CNC(=O)CCCC(=O)NC(C)CCc2ccccc2)c1 (stereo not drawn) | -15 | 1 | i | -5 | -1.2 | 0.3 | -1 | 0 | -2 | 2
CCOC(=O)C1=C(C)NC2=C(C(=O)c3ccccc32)C1c1cccc2ccccc12 (stereo not drawn) | -9 | -20 | i | -7 | 2.8 | -0.3 | 3 | -11 | 16 | 3
O=C(O)CCCNC(=O)c1cncc(Br)c1 | 2 | -2 | i | -2 | 1.5 | -0.5 | -3 | 3 | 0 | -3
O=C(CCNC(=O)N1CC(=O)Nc2ccccc21)Nc1ccc(F)c(Cl)c1 | -20 | 5 | i | -4 | -0.9 | 0.3 | 0 | -7 | 0 | -1
COc1ccccc1N1CCN(C(=O)C(NS(=O)(=O)c2cccs2)c2ccccc2)CC1 (stereo not drawn) | -22 | -4 | i | -4 | 0.2 | -0.6 | 0 | -4 | -4 | 27
Cc1noc(NS(=O)(=O)c2ccc(NC(=O)CCN3C(=O)c4ccccc4C3=O)cc2)c1C | 8 | 0 | i | -6 | -1.3 | 1.5 | 0 | -2 | 1 | -3
Cc1csc(NC(=O)CCC(=O)N(CC(=O)NC2CCCC2)Cc2ccco2)n1 | 0 | -5 | i | -4 | -1.9 | -1.0 | 0 | -2 | 11 | -3
CCOc1ccc(S(=O)(=O)NC(=O)c2ccccc2)cc1 | 1 | -1 | i | 4 | -0.3 | -0.8 | -1 | 0 | -5 | 0
O=C(O)COc1ccc2nsnc2c1Cl | 2 | 0 | i | 0 | -0.3 | -1.0 | 3 | -4 | 3 | -2
Clc1ccc(C2=NN=C3COc4ccccc4N3C2)cc1 | -1 | -17 | i | -3 | 0.2 | -0.4 | 1 | 0 | 1 | -3
CCN(CC(=O)NCc1ccc(Cl)cc1)C(=O)/C=C/c1ccccc1 | -5 | 2 | i | -7 | -0.5 | 3.0 | -1 | 1 | -8 | 4
O=C(CCCn1c(SCc2cccc([N+](=O)[O-])c2)nc2ccccc2c1=O)NCC1CCCO1 (stereo not drawn) | 7 | -18 | i | -9 | 0.5 | -0.3 | -1 | -3 | -10 | -3
O=C(CSCC(=O)Nc1ccccc1)N/N=C/c1c(O)ccc2ccccc12 | -10 | -6 | i | -9 | 1.8 | 1.3 | 0 | -5 | 1 | 8
CCOC(=O)c1c(=O)n(O)c2ccc(C)cc2[n+]1[O-] | -54 | -17 | i | 10 | -0.4 | -0.7 | -11 | 0 | 2 | 0
O=C(COC(=O)COc1ccc(Br)cc1)NCc1ccc2c(c1)OCO2 | -8 | 4 | i | -10 | 0.9 | 0.6 | -5 | -1 | -4 | 1
COc1ccccc1NC(=O)Nc1nc(C(N)C2CCCCC2)cs1 (stereo not drawn) | -18 | -11 | i | x | -1.8 | -0.1 | 0 | -9 | 3 | 4
O=C(CCCc1c[nH]c2ccccc12)N1CCN(c2ccc(N3CCOCC3)nn2)CC1 | -12 | -14 | i | 0 | -0.4 | -0.7 | -1 | -2 | 4 | 0
Cc1cccc(COc2ccc(S(=O)(=O)N3CCOCC3)cc2[N+](=O)[O-])c1 | 2 | -3 | i | -6 | 1.5 | -0.3 | -1 | -2 | -5 | -2
S=C(N/N=C/c1cccs1)NC1CC2CCC1C2 (stereo not drawn) | 13 | -8 | i | -9 | 0.6 | -0.8 | -1 | 0 | -4 | 3
C=CCOc1ccc(/C=C/C(=O)OCC(=O)Nc2c(C)n(C)n(-c3ccccc3)c2=O)cc1 | 0 | -21 | i | -3 | 0.1 | -0.3 | -2 | -1 | 2 | 2
O=C(c1cccc(C(=O)N2CCc3ccccc32)n1)N1CCc2ccccc21 | -2 | 5 | i | -3 | 0.0 | -0.6 | -1 | -2 | -4 | 0
Cc1ccc(S(=O)(=O)N2CCCC2C(=O)Nc2nccs2)cc1 (stereo not drawn) | -4 | 3 | i | -1 | -2.5 | -1.5 | 2 | 2 | 5 | -8
CCNC(=O)NC(=O)C(C)OC(=O)C1CCN(S(=O)(=O)c2ccc(C)c(C)c2)CC1 (stereo not drawn) | 3 | -1 | i | -5 | -0.7 | -0.4 | 0 | 4 | -2 | -3
CC1(C(=O)NCc2ccccc2Br)CCN1C(=O)CCc1ccc(Cl)cc1Cl (stereo not drawn) | 2 | 7 | i | x | 0.6 | 0.3 | -4 | 6 | -14 | 1

Already shown: two of the compounds above.
SMILES | PABP1 MLLE inh | SUMO1-SIM PPI | Rpn11 block | Scp-1 inhibitor | LMPTP inh | TbMetRS inhib | STEP inh | DNMT1 inh | NadD inh | CSN deneddyl inh
COC(=O)c1ccc(CN2C(=O)NC3(CCCc4ccccc43)C2=O)o1 (stereo not drawn) | -8 | -5 | i | -7 | -0.5 | -0.3 | 0 | 2 | 5 | -3
C=C(C)c1cc2c(ccc3ccc(=O)oc32)o1 | -14 | -7 | i | 4 | 1.7 | 1.0 | 3 | 0 | 0 | -2

Given with values under each structure: entries from further up.
The line under a structure holds: PABP1 MLLE inh, SUMO1-SIM PPI, Rpn11 block, Scp-1 inhibitor, LMPTP inh, TbMetRS inhib, STEP inh, DNMT1 inh, NadD inh, CSN deneddyl inh
> O=C(CCNC(=O)N1CC(=O)Nc2ccccc21)Nc1ccc(F)c(Cl)c1
    -20, 5, i, -4, -0.9, 0.3, 0, -7, 0, -1
> COc1ccc(NC(=O)c2ccc(NC(=O)c3cccs3)cc2)cc1
    -1, 2, i, 38, 15, -0.7, 10, 13, -1, 3
